From PubChem BioAssay
bCat nuc transl: alters nuclear translocation of beta-catenin in HeLa cells; immunofluorescence imaging; nuclear translocation activity, % at 5 µM; actives 0.3% (n = 190,000);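 active = nuclear translocation activity above 50% at 5 µM, with a well cell count of 50 or more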;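 also: per-cell ratio of nuclear to cytoplasmic median beta-catenin stain intensity; plate controls were DMSO negative control for no effect and GSK-3 inhibitor IX positive control for full effect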
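Test system: human HeLa cell line; Doses: 5 µM primary, 0.02–20 µM confirmation; Incubation: 24 h compound exposure, 37°C; Detection: beta-catenin immunofluorescence imaging with DAPI; Read-out: beta-catenin nuclear/cytoplasmic ratio, % activation.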
Ins promoter up: MIN6 insulin promoter up-regulation. MIN6 insulin promoter-GFP reporter, high-content imaging; active compounds read high. z-score at 5 µM. actives 0.3% (n = 190,000);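 active = z-score above 3 at 5 µM with at least 500 cells counted in the well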
Hep lipid drop: hepatic lipid droplet formation modulation. AML12 mouse hepatocytes, oleate lipid droplets, BODIPY imaging. inhibition, % at 6.5 µM. actives 0.4% (n = 240,000). AID 1656;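 active = lipid droplet intensity inhibited by at least 50%, with more than 500 cells counted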
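Material – mouse AML12 hepatocyte cell line, fixed after treatment · Compound dosing – one dose, 6.5 µM compound · Times – compound with oleate, overnight · Measured by – Image-based BODIPY and DAPI two-channel analysis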
ER stress rescue: protection against thapsigargin-triggered cell killing – 384-well, CSM14.1, ATP luminescence, primary screen (AID 1222) | CSM14.1 thapsigargin-induced death rescue, ATP luminescence; higher % means a stronger effect | cellular ATP content (survival), % at 20 µM; hits with a dose series show EC50 in µM | 190,000 tested, under 10 active;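 active = EC50 below 50 µM in the dose-response confirmation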;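 also: death triggered by thapsigargin at about 15 µM added after 2 h compound pretreatment; cell ATP read after overnight thapsigargin exposure of roughly 18 to 22 hours; normalized against plate controls of thapsigargin alone and 5% DMSO vehicle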
MT stabilize HCS: microtubule stabilizers in HeLa cells. % tubulin-high responders, % at 10 µM. HeLa tubulin immunostaining HCS, 24 h; share of cells brighter than vehicle mean+2SD. actives 0.83% (n = 200,000);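 active = plate Z-score above 3 for both tubulin-high and condensed-nucleus cell shares, with cell loss under 80%, at 10 µM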;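 also: anti alpha tubulin signal scored within the nucleus-defined area of each cell; some results filed as inactive read as strong as hits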
WT yeast gro inh: growth inhibition of WT yeast, mitochondrial fusion screen; AID 1362; actives 2.1% (n = 190,000); mitochondrial fusion phenotypic screen, WT strain; inhibition, % at 10 µM; in the data active = inhibition above about 58%; tested in S. cerevisiae
Dynein cargo inh: blocks dynein driven cargo transport along microtubules; 3617.4 mouse cells, GR-EGFP nuclear translocation imaging; test concentration mostly 20 µM; stimulated with dexamethasone, 1 µM; active compounds read low; z-score, hits read low; actives 0.47% (n = 220,000); AID 1381;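 active = plate z-score of nuclear minus cytoplasmic receptor signal below a set negative limit, without overly bright fluorescence or cell loss, cut at about -3.5 in these data, passing the limit was not always enough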;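 also: z-score of nuclear minus cytoplasmic ring GR-EGFP intensity difference per well; some compounds called inactive have numbers as strong as hits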
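Buffer or medium: tet-free, stripped-serum medium; Also added: dexamethasone, 1.0 µM final; Technique: high-content fluorescence imaging after fixation; Times: 48 h induction, 1 h compound, 30 min dex at 37 °C; Read-out: per-cell GR-EGFP intensity, nucleus versus surrounding cytoplasmic ring, well-averaged.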
Autophagy HCS: modulators of autophagy. MEF GFP-LC3 puncta imaging; test concentration mostly 10 µM. calls only at 10 µM (by protocol). actives 0.98% (n = 190,000);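 active = percentage of spot-positive cells more than 3 SD above its plate mean, without a fluorescence outlier flag or 80% toxicity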;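 also: spot-positive cell cutoff set from DMSO-treated cells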
XIAP displacement: XIAP antagonists, biochemical, IAP family, fluorescence polarization (AID 1018). XIAP BIR domain, fluorescence polarization peptide displacement; higher % means a stronger effect. displacement, % at 20 µM, or IC50 in µM where a hit was titrated. actives 0.007% (n = 200,000); in the data active = displacement above about 50%; also: a part of the inactive calls stands beside numbers as strong as those of hits
WT yeast gro inh mutant strain: recorded beside WT yeast gro inh, whose call it bears; inhibition, %; mitochondrial fusion phenotypic screen, mutant strain inhibition
Dynein cargo inh cytoplasmic EGFP: also measured in Dynein cargo inh; calls as there; z-score; measured here: cytoplasmic GR-EGFP intensity; active compounds read high
Dynein cargo inh nuclear GR-EGFP: also measured in Dynein cargo inh; calls as there; z-score; measured here: nuclear GR-EGFP intensity;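 lower value marks the stronger effect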
Dynein cargo inh cell count: further read-out of Dynein cargo inh, marked with its call; z-score; measured here: cell count per field
Ins promoter up cell count: recorded beside Ins promoter up, whose call it bears; cell count; measured here: cytotoxicity, nuclei count;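 total cells summed across four imaged fields per well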
Hep lipid drop cells 6.5 µM: also measured in Hep lipid drop; calls as there; cell count; measured here: cell count, cytotoxicity flag;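 cells counted across two imaged fields per well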
bCat nuc transl cell count 5 µM: further read-out of bCat nuc transl, marked with its call; cell count; measured here: cell count, cytotoxicity flag
MT stabilize HCS Hoechst-high %: recorded beside MT stabilize HCS, whose call it bears; % Hoechst-high responders; measured here: nuclear condensation Hoechst responders;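 share of cells brighter than vehicle mean plus two SD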
MT stabilize HCS cytotoxicity %: also measured in MT stabilize HCS; calls as there; toxicity, %; measured here: cytotoxicity by cell density;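 0% = mean cell density of plate MIN control wells and 100% = no cells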
Autophagy HCS cell loss 18 h: second read-out of Autophagy HCS, no call of its own (marks repeat the call); toxicity, %; measured here: cell loss, nuclei count;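 cell loss after 18 h compound exposure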
Numbers without * were called inactive; i = inactive; x = not tested or not shown; + = active, no number.

SMILES | bCat nuc transl | bCat nuc transl cell count 5 µM | Ins promoter up | Ins promoter up cell count | Hep lipid drop | Hep lipid drop cells 6.5 µM | ER stress rescue | MT stabilize HCS | MT stabilize HCS Hoechst-high % | MT stabilize HCS cytotoxicity % | WT yeast gro inh | WT yeast gro inh mutant strain | Dynein cargo inh | Dynein cargo inh cytoplasmic EGFP | Dynein cargo inh nuclear GR-EGFP | Dynein cargo inh cell count | Autophagy HCS | Autophagy HCS cell loss 18 h | XIAP displacement
CCOC(=O)CNC(=O)Cn1c(C)cc2ccccc2c1=O | -5.4 | 1032 | x | x | x | x | -0.2% | 2.9 | 1.7 | 0.4 | -2.2 | 3.3 | 1.46 | -0.245 | 0.889 | -0.0725 | i | -15.3 | -6.3%
Cc1cc(Sc2nnc(/N=C/N(C)C)s2)c2ccccc2n1 | -4.1 | 1173 | 0.42 | 1323 | 7.8 | 677 | x | x | x | x | x | x | -1.81 | -0.0511 | -0.835 | 0.371 | x | x | x
C=CCn1c(COc2ccc(CC)cc2)nnc1SC/C(O)=C(\C#N)c1nc2ccccc2[nH]1 | x | x | -0.12 | 1305 | -11.2 | 699 | -2.0% | 2.9 | 2.4 | 5.9 | -6.9 | 0.4 | -1.45 | -0.138 | -0.699 | 0.913 | i | -10.8 | -3.8%
CCCCC(=O)Nc1cc(Cl)ccc1C(=O)O | 0.4 | 1508 | -0.45 | 1375 | -0.6 | 683 | 2.9% | 4.7 | 3.0 | 5.6 | -14.5 | 1.2 | -0.132 | -0.337 | 0.43 | -0.118 | i | 5.1 | -1.8%
CCOC(=O)CC1(C)OCC(C[N+]2(C)CCCCC2)O1 (stereo not drawn) | -0.9 | 1041 | 0.57 | 1144 | 27.7 | 759 | -1.2% | 3.9 | 0.6 | 1.3 | 16.8 | 0.5 | 1.07 | -0.111 | 0.928 | -1.92 | i | 14.2 | -4.7%
C=CCNC(=S)NNC(=O)CCC(O)CCCCC (stereo not drawn) | x | x | -0.16 | 962 | 10.6 | 750 | -0.8% | 1.5 | 1.2 | 4.2 | 18.8 | 21.3 | 0.55 | -0.259 | 0.463 | 0.125 | i | -5.8 | -6.6%
O=C(/C=C1\SC(=O)N(CC(=O)Nc2ccc(F)cc2)C1=O)Nc1ccc(Cl)cc1 | -4.0 | 539 | 0.37 | 1258 | 22.6 | 716 | 0.6% | 2.0 | 2.7 | 4.8 | -0.5 | 1.0 | -0.772 | 0.115 | -0.82 | 0.481 | i | 0.6 | 0.2%
COc1ccc(O[C@H]2C=C[C@@H](c3ccccc3)O[C@@H]2CO/N=C(\C)CCN2CCCCc3nc(C)c(C)cc32)cc1 | 0.2 | 468 | -0.63 | 912 | -44.7 | 649 | -0.3% | 2.5 | 7.1 | 7.2 | 60.1* | 3.1* | -0.589 | 0.0667 | 0.141 | 1.03 | + | 0.1* | -35.9%
O=C(Nc1ccc(O)cc1)C1CCCO1 (stereo not drawn) | x | x | 0.64 | 862 | 0.4 | 763 | -1.4% | 1.3 | 0.9 | 2.5 | -10.9 | -3.5 | -0.806 | -0.172 | -0.216 | 0.0422 | i | -0.1 | -5.2%
CCOCCCn1c(=NC(C)=O)c(C#N)cc2c(=O)n3cccc(C)c3nc21 | -2.8 | 1088 | -0.06 | 1191 | -8.9 | 697 | x | x | x | x | x | x | -0.957 | -0.269 | -0.505 | 1.08 | x | x | x
Cc1cc(C)n(CCNC(=O)c2cc(COc3ccc(F)cc3Cl)on2)n1 | -0.5 | 1140 | 0.59 | 1411 | -10.2 | 719 | -1.4% | 3.9 | 2.2 | 4.4 | 10.8 | 9.2 | -0.116 | -0.217 | 0.106 | -0.214 | i | 10.9 | -3.8%
Cc1ccc(-c2nn[nH]n2)cc1 | -1.0 | 1024 | -0.58 | 1646 | -17.0 | 695 | -2.8% | 2.7 | 1.9 | 5.2 | -16.0 | -44.2 | 1.88 | -0.236 | 1.13 | -1.33 | i | 0.8 | -0.5%
CC(=O)N1CCN(c2ccc(NC(=S)NC(=O)/C=C/c3ccccc3)cc2)CC1 | -1.9 | 1025 | 0.68 | 1474 | -6.1 | 613 | 2.5% | 2.4 | 3.3 | 7.4 | -10.0 | -5.0 | -0.0757 | -0.0937 | 0.038 | 0.404 | i | -5.5 | -13.0%
Cc1ccc(F)cc1NC(=O)N1CCN(c2ccnc3cc(Cl)ccc23)CC1 | 0.6 | 1356 | 0.8 | 1123 | 0.7 | 710 | x | x | x | x | x | x | -0.553 | -0.251 | 0.128 | 0.649 | x | x | x
Nc1ccnc(Oc2ccc(F)cc2)c1 | -2.6 | 528 | -0.06 | 1319 | 8.1 | 694 | 0.0% | 2.2 | 1.9 | 4.9 | 13.6 | 19.7 | 0.11 | -0.31 | -0.361 | 0.136 | i | -1.3 | -2.4%
COc1cc(NC(=O)Nc2cccc(Cl)c2)c(OC)cc1NC(=O)CN1CCCCC1 | -0.1 | 1016 | -1.32 | 1024 | 8.6 | 695 | x | 1.4 | 1.5 | 24.7 | 43.9 | 15.8 | -0.344 | -0.243 | -0.254 | -0.682 | i | -7.4 | -4.7%
Cc1cc(C)c(NC(=O)COc2nc3ccccc3nc2C)c(C)c1 | -0.3 | 1005 | 0.27 | 1508 | -37.1 | 690 | -0.2% | 2.3 | 2.3 | 8.1 | -4.3 | -13.8 | 2.04 | -0.0711 | 1.45 | -1.25 | i | -8.6 | -5.6%
Cc1ccc(Cl)c(NC(=O)CN2CCNC(=O)C2)c1Cl | -4.6 | 1064 | 0.09 | 1401 | 14.1 | 719 | -0.4% | 4.4 | 2.6 | 5.2 | -4.4 | -2.7 | 0.912 | -0.214 | 0.852 | -1.42 | i | -4.5 | -4.8%
O=C(NNC(=O)c1cccc(O)c1)Nc1ccc([N+](=O)[O-])cc1 | 0.0 | 1058 | 0.08 | 1309 | 0.0 | 664 | -0.4% | 3.8 | 1.3 | 5.0 | -5.6 | -7.4 | -0.317 | -0.351 | -0.688 | 0.873 | i | -11.1 | -2.0%
CS(=O)(=O)N1CCc2cc(C(=O)N3CCOCC3)ccc21 | -0.8 | 1052 | 0.13 | 1741 | -3.0 | 669 | -2.4% | 4.3 | 1.4 | 7.9 | 81.8* | 8.5* | -0.275 | -0.268 | -0.361 | 0.14 | i | -2.8 | -3.9%
CC(C)c1nccn1S(=O)(=O)c1cc([N+](=O)[O-])ccc1Cl | 5.9 | 1136 | -1.41 | 762 | -1.7 | 643 | -1.8% | 6.1 | 2.1 | 3.0 | -2.4 | -6.5 | -1.87 | 0.649 | -1.05 | -0.575 | i | 55.4 | 1.2%
COC(=O)[C@H]1Cc2cnoc2C[C@]1(C)C(=O)O | -0.7 | 523 | -0.03 | 1282 | 23.2 | 739 | -1.2% | 2.6 | 2.6 | 5.8 | -1.4 | -13.3 | -0.591 | -0.296 | -0.595 | 0.418 | i | 3.3 | -2.3%
NNC(=O)CSCc1ccc(Cl)cc1Cl | 0.3 | 1547 | 0 | 1458 | 7.3 | 761 | -1.2% | 5.8 | 1.2 | 7.0 | 15.1 | 20.0 | 0.523 | -0.276 | 0.131 | 0.169 | i | 5.7 | -3.8%
CCOc1ccc(N2CC(C(=O)NCCc3ccc(OC)c(OC)c3)CC2=O)cc1 (stereo not drawn) | -2.0 | 1195 | x | x | 9.0 | 736 | -1.4% | 2.9 | 1.8 | 5.3 | -5.9 | 1.0 | 3.63 | -0.146 | 2.2 | -2.18 | i | -4.1 | -4.1%
N#C/C(=C(/O)CN1CCOCC1)c1nc2ccccc2s1 | x | x | 1.19 | 1270 | 9.1 | 812 | -2.1% | 6.0 | 2.3 | 8.4 | -1.7 | -18.0 | -0.187 | -0.223 | 0.207 | -0.385 | i | -15.4 | -1.1%
Cc1nc(/C=C/c2ccccc2)[nH]c(=O)c1-c1ccccc1 | 25.6 | 273 | 0.35 | 1142 | -0.1 | 585 | 0.7% | 9.2* | 27.5* | 26.1* | -8.6 | -4.8 | -0.538 | 0.0159 | -0.59 | 0.834 | i | 16.3 | 0.1%
CC(=O)NS(=O)(=O)c1ccc(NC(=O)c2cc(-c3ccc(C)c(C)c3)nc3ccccc23)cc1 | -2.9 | 1320 | 0.37 | 1457 | x | x | -1.6% | 2.4 | 1.3 | 8.6 | -7.1 | -0.8 | -0.634 | -0.153 | -0.26 | 0.471 | i | 3.9 | -25.1%
CCOc1cc(-c2c(C#N)c(N)nc3c2CCCC3)ccc1O | 0.0 | 1169 | 0.04 | 1266 | x | x | -2.0% | 2.4 | 3.0 | 9.8 | 13.1 | -11.7 | 1.3 | -0.247 | 1.21 | -0.541 | i | -66.3 | -3.8%
Cc1nnc(SCc2ccccc2F)n1NCc1cccs1 | 0.0 | 905 | -0.13 | 1214 | -28.0 | 759 | -0.6% | 4.1 | 0.0 | 57.9 | -3.5 | 4.5 | -0.505 | -0.238 | 0.0665 | 0.29 | i | 0.7 | -11.5%
